HEK293 NOD2/NF-kB: NOD2 signaling inhibitors, cell-based, luminescence, uHTS, HEK293 (AID 1566) | 0.63% of 290,000 active | one-dose inhibition, % at 4 µM; EC50 in µM for titrated hits | HEK293 NOD2/NF-kB luciferase reporter, luminescence; higher % means a stronger effect; further: many of its hits are not listed in these tables
KOR beta-arrestin-1: kappa opioid receptor blockers – cell-based, luminescence, uHTS (AID 1778); inhibition, % at 10 µM; hits with a dose series show IC50 in µM; KOR beta-arrestin recruitment, luminescence, antagonist mode; higher % means a stronger effect; 0.091% of 290,000 active; further: strong numbers were not always called active
T cell modulator: modulates CD8 T cell binding to vesicles; 2C CD8+ T cell-vesicle binding, flow cytometry; stronger effect = lower value; calls only at 7 µM; 0.068% of 330,000 active; AID 2052;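 active means response, share of CD8 T cells binding vesicles, and their 90th percentile fluorescence all below set limits, cut at about 80% in these data, passing the limit was not always enough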
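Assay system – 2C mouse CD8+ T cells · Also added – QL9-loaded Drosophila micro-vesicles · Timing – Cell–vesicle co-incubation 1.5 h at 37 °C, staining 20 min on ice · Signal – flow cytometry of vesicle-bound cells · Measure – percent CD8+ FL2 mean versus row control · Controls – Peptide-free naked vesicles (low) and QL9 vesicles with 0.7% DMSO vehicle (high)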
NOD1 NF-kB reporter: NOD1 signaling inhibitors, primary screen, cell-based, luminescence, uHTS (AID 1578); NOD1-driven NF-kB luciferase reporter cells, luminescence; higher % means a stronger effect; inhibition, % at 4 µM, or EC50 in µM where a hit was titrated; 1% of 290,000 active; in the data active means inhibition mostly above about 36%, no sharp cut-off; inactive means mostly below about 34%;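 further: HEK-293T reporter cells stimulated with the NOD1 agonist gamma-tri-DAP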
KOR beta-arrestin-2: kappa opioid receptor activators – cell-based, luminescence, uHTS, primary screen (AID 1777); KOR beta-arrestin recruitment, luminescence; higher % means a stronger effect; activation, % at 10 µM; hits with a dose series show EC50 in µM; 0.02% of 280,000 active; in the data active means activation above about 50%, passing the limit was not always enough; further: a part of the inactive calls stands beside numbers as strong as those of hits
Myeloid diff 2: myeloid differentiation induction; ER-HoxA9 myeloid progenitors, lysozyme-GFP differentiation, flow cytometry; calls only at 10 µM; 1% of 360,000 active; AID 624256;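 active means normalized GFP-positive differentiation at or above the plate's own cutoff, the solvent-only control mean plus 3 SD; inconclusive means no clear call, values can overlap the other calls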;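 further: cells exposed to compound for four days before flow analysis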
GPR55 antagonists: inhibition of LPI-stimulated GPR55 beta-arrestin translocation – imaging, U2OS, beta-arrestin-GFP, LPI agonist, primary screen (AID 2013) | one-dose inhibition, % at 10 µM; IC50 in µM for titrated hits | 0.13% of 290,000 active | U2OS GPR55 beta-arrestin-GFP translocation imaging, LPI antagonism; higher % means a stronger effect;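 active means spots per cell inhibited over 60%, with over 100 cells counted and total cytoplasm intensity under 500,000; inconclusive means wells with under 100 cells, flagged as likely toxic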;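 further: U2OS cells stably carrying GPR55 and arrestin-GFP stimulated by 5 µM LPI near EC80; imaged beta-arrestin-GFP aggregate spots per cell after agonist stimulation; plate controls were LPI-stimulated DMSO wells for no effect and DMSO wells without LPI for full effect; some results filed as inactive read as strong as hits; confirmed hits need IC50 under 10 µM and bright autofluorescent wells are also inconclusive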
GPR55 activation: selective activators of receptor GPR55 – imaging, U2OS cells, beta-arrestin-GFP redistribution, primary screen (AID 1961). U2OS GPR55 beta-arrestin-GFP redistribution imaging; higher % means a stronger effect. one-dose activation, % at 10 µM; EC50 in µM for titrated hits. 0.048% of 290,000 active;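 active means activation above 40% with more than 50 cells counted in the well; inconclusive means wells holding fewer than 50 cells, flagged as toxic or sparse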;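 further: U2OS osteosarcoma cells stably expressing GPR55 and beta-arrestin-GFP; plate controls were DMSO negative control for no effect and LPI positive control for full effect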
NTR1 ag: NTR1-driven beta-arrestin-GFP spot formation – imaging, U2OS cells, high content, primary screen (AID 493036) | P30989 | agonist mode | activation, % at 20 µM | 0.17% of 330,000 active;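 active means activation at or above 40% of the spot to cytoplasm intensity ratio, with at least 20 cells analyzed; inconclusive means wells under 20 cells, flagged as cytotoxic or low count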;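 further: 0% = DMSO without peptide and 100% = 100 nM NTR1 peptide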
Target sequence (P30989 whole entry, looked up): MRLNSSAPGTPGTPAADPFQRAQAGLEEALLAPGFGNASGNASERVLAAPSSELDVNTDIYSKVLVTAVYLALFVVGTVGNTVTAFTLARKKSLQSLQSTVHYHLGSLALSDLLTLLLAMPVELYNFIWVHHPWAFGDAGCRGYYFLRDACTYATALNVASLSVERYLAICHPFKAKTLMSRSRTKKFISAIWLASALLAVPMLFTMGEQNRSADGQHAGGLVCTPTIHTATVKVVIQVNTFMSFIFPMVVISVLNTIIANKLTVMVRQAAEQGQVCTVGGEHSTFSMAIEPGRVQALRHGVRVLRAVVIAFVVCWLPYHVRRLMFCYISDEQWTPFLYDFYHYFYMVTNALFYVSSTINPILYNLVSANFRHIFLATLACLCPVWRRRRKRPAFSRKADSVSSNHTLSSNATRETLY
T cell modulator vesicle-bound %: second read-out of T cell modulator, no call of its own (marks repeat the call); double positive events, %; measured here: CD8+ vesicle-bound cell fraction;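 binding gate set so that unloaded-vesicle control wells show 10% double positive cells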
NTR1 ag cell count 20 µM: second read-out of NTR1 ag, no call of its own (marks repeat the call); cell count; measured here: cell count, cytotoxicity flag
Myeloid diff 2 GFP+ MAC1+ %: further read-out of Myeloid diff 2, marked with its call; GFP+ MAC1+ double positive, %; measured here: differentiation confirmed by MAC1 staining
Starred values were filed as active, the others as inactive; i = inactive; ? = inconclusive; . = no result given; + = active, no number; [ ] = remark or other dose. Unless noted, no stated cut-off is given here; in the data, active means inhibition above about 50%; inactive means the rest.

Each structure is followed by: HEK293 NOD2/NF-kB	KOR beta-arrestin-1	T cell modulator	T cell modulator vesicle-bound %	NOD1 NF-kB reporter	KOR beta-arrestin-2	Myeloid diff 2	Myeloid diff 2 GFP+ MAC1+ %	GPR55 antagonists	GPR55 activation	NTR1 ag	NTR1 ag cell count 20 µM
> CCOC(=O)C1CCCN(S(=O)(=O)c2ccc(OC)c3ccccc23)C1 (configuration not stated)
 : 9%	-16%	i	48	3%	-1.0%	i	1.1	-20%	1.1%	0.2	94
> Cc1ccc(-c2nc(C(Cl)Cl)c3ccccc3n2)cc1
 : -11%	14%	i	24	0%	-3.8%	?	.	7%	0.0%	12	59
> COc1cc2c(cc1OC)C(C(=O)N1CCCC1)C(c1ccccc1F)N(C)C2=O (configuration not stated)
 : 5%	54%	i	30	-9%	1.4%	i	0.4	-2%	0.5%	10	67
> CCC1CCCCN1C(=O)/C=C/c1ccc2c(c1)OCO2 (configuration not stated)
 : -4%	-7%	i	34	-23%	4.2%	i	0.4	1%	0.3%	1.0	64
> COC(=O)c1cc(C(=O)NCc2ccc3c(c2)OCO3)cc([N+](=O)[O-])c1
 : 10%	4%[20 µM]	i	42	15%	-3.4%	i	0.7	4%	-0.2%	1.0	57
> CCCC1CCc2c(sc(N)c2C(N)=O)C1 (configuration not stated)
 : 8%	6%	i	3	8%	-3.5%	i	0.8	-22%	0.2%	1.0	45
> Cc1oc(C(N)=O)cc1COc1ccc(C(N)=O)cc1
 : 10%	-15%	i	36	-10%	2.4%	i	0.5	2%	0.4%	1.1	42
> Cc1ccc(S(=O)(=O)n2nc(OC(=O)c3ccccc3F)cc2N)cc1
 : 11%	-11%	i	45	-8%	-3.8%	i	0.6	1%	-0.2%	0.4	41
> O=C(Nc1nnc(C2CC2)o1)c1ccc(S(=O)(=O)N2CCc3ccccc3C2)cc1
 : 24%	4%	i	59	10%	-4.7%	i	0.2	10%	0.2%	-2.0	78
> Cc1ccc(C(=O)CSc2nc(N)cc(=O)[nH]2)cc1
 : 18%	16%	i	28	-16%	-3.3%	i	0.8	-2%	-0.4%	0.0	73
> O=C(NCc1ccccc1)c1ccc2c(c1)C(=O)N(Cc1cccnc1)C2=O
 : 16%	-33%	i	4	-13%	2.7%	i	0.9	-20%	0.2%	-0.1	48
> CCOC(=O)CNC(=O)CSc1nnc(NC(=O)c2ccc(C)cc2)s1
 : -44%	-5%	i	39	45%*	-7.4%	i	0.1	8%	-0.3%	-2.5	46
> C=C(C)CSc1nnc2n(C)c(=O)c3c4c(sc3n12)CCC4
 : 4%	1%	i	23	-9%	-2.4%	i	1.3	-1%	0.3%	6.3	62
> C=CCn1c(SCC(=O)CC(=O)OCC)nc2cc(C(=O)N3CCC(C(N)=O)CC3)ccc2c1=O
 : 6%	-9%	i	26	-41%	-0.9%	i	1.0	-6%	0.4%	3.6	70
> O=C(CNC(=O)c1ccco1)N/N=C/c1c[nH]c2ccccc12
 : -1%	-22%	i	33	-24%	0.0%	i	1.1	-2%	1.3%	-1.3	36
> CCn1c2ccccc2c2nnc(SCc3ccc(C(=O)OC)o3)nc21
 : -6%	-5%	i	26	-3%	-2.9%	i	5.4	-15%	0.0%	0.4	47
> CC(Sc1nc(N)cc(=O)[nH]1)C(=O)NC1CCCCC1 (configuration not stated)
 : 10%	7%	i	31	-12%	2.0%	i	1.4	10%	-0.1%	0.0	51
> CCOC(=O)c1oc2ccccc2c1NC(=O)c1ccc(Cl)s1
 : 10%	9%	i	46	4%	-3.2%	i	2.1	-5%	-0.3%	8.3	61
> CCOc1ccc(NC(=S)NCc2ccc3c(c2)OCO3)cc1
 : -22%	16%	i	34	3%	2.0%	i	1.0	0%	-0.1%	-0.4	59
> [O-]/C(=C(\C(=S)Nc1cccc2ccccc12)[n+]1ccccc1)c1ccc2c(c1)OCCO2
 : 9%	-48%	i	29	12%	-0.5%	i	0.4	0%	-0.2%	0.4	83
> O=C(Nc1sc2c(c1C(=O)O)CCCC2)c1cccc(Cl)c1
 : 46%	-43%	i	27	5%	-0.8%	i	0.4	-1%	0.4%	5.0	75
> Cc1ccc(NC(=O)Nc2cccc(F)c2)nc1
 : -36%	-5%[20 µM]	i	58	-55%	-4.2%	i	0.3	-13%	-0.2%	1.1	69
> COc1cc(C(=O)Oc2c(CN3CCOCC3)cc(Cl)c3cccnc23)cc(OC)c1OC
 : 8%	-6%	i	39	1%	0.1%	+	71*	-1%	-0.2%	12	62
> COCC1CCCCN1C(=O)c1ccc(OC2CCN(CCc3ccccc3)CC2)cc1 (configuration not stated)
 : -14%	-32%	i	21	8%	5.3%	i	5.8	6%	-0.1%	0.9	52
> CCOC(=O)c1cc2c(=O)n3ccccc3nc2n(Cc2ccco2)c1=NC(=O)c1ccc(OC)cc1OC
 : 25%	-23%	i	11	1%	-4.1%	i	0.4	-5%	0.0%	12	57
> COc1ccccc1C(=O)NNC(=O)C(=O)N1CCCCC1
 : 10%	10%	i	26	-7%	6.0%	.	.	-1%	-0.1%	-0.4	48
> O=C(N=C1c2ccccc2CN1c1ccc(F)c(Cl)c1)c1cccnc1Cl
 : -74%	28%	i	35	-45%	-2.5%	.	.	20%	0.1%	3.0	35
> CC1C(c2ccccc2)N(C)C(c2ccccc2)CC1(O)c1ccccc1 (configuration not stated)
 : -20%	-12%	i	35	13%	-4.0%	i	0.9	19%	-0.2%	11	51
> Cc1ccc(C(=O)NC(=S)Nc2ccc(-c3ccc(CO)o3)cc2)cc1
 : 26%	0%	i	57	-14%	-4.6%	i	0.2	4%	-0.3%	6.8	52
> Cc1ccc(NC2CCCN(C(=O)c3ccc(C)c(N4CCNC4=O)c3)C2)cc1C (configuration not stated)
 : 0%	-2%	i	68	6%	1.1%	i	2.3	-9%	0.0%	-1.3	72
> CCN(CC)S(=O)(=O)c1ccc(N/N=C/c2ccc(O)cc2)nc1
 : -2%	8%	i	29	-28%	1.1%	i	2.4	-8%	-0.1%	-0.2	36
> CN(C)N1C(N)=C(C#N)C(c2cccnc2)C2=C1CC(C)(C)CC2=O (configuration not stated)
 : 8%	-6%	i	41	10%	-5.2%	i	0.2	17%	0.0%	-0.3	57
> COc1ccc(OCC(=O)Nc2cccc(NC(=O)COc3ccc(OC)cc3)n2)cc1
 : -44%	-62%	i	9	-33%	14%	i	7.8	5%	-0.1%	3.7	49
> O=C(/C=C/c1ccco1)Nc1ccc(Oc2ccc(Cl)cc2)cc1
 : 4%	-72%	i	19	22%	6.0%	i	0.5	5%	-0.1%	1.3	29
> O=C(N1CCOCC1)N(Cc1ccccc1)c1ccccn1
 : 2%	20%	i	8	-3%	-1.0%	i	0.4	2%	-0.3%	-2.0	83
> Cc1cc(C)c2c(c1)-c1cc(C)nn1C(c1ccc3c(c1)OCO3)N2 (configuration not stated)
 : 9%	-11%	i	58	0%	-2.1%	i	1.8	12%	-0.2%	7.2	87
> CCCCC1=CC2=C(c3ccco3)C(=O)C(C)(OC(=O)c3ccc(OC)cc3)C(=O)C2=CN1c1ccccc1 (configuration not stated)
 : 14%	19%	i	60	-2%	-3.8%	i	2.2	4%	-0.1%	6.5	71
> Cc1ccc(-n2c(=S)[nH]c3nc4c(cc3c2=O)COC(C)(C)C4)cc1
 : 4%	55%	i	5	-20%	-1.6%	i	0.3	12%	0.1%	1.9	43
> CN(Cc1ccccc1)C(=O)CN(c1ccccc1Cl)S(C)(=O)=O
 : 5%	-15%[20 µM]	i	44	-12%	0.0%	i	0.3	-1%	0.0%	-1.9	75
> Cc1ccccc1CN1CCNC(=O)C1CC(=O)NCCN1CCCCC1=O (configuration not stated)
 : 10%	-2%	i	71	-2%	-0.6%	i	0.7	14%	0.2%	2.2	58

Arranged by value in KOR beta-arrestin-2 (low to high): 3 from the list above
canonical_smiles	KOR beta-arrestin-2
CCCCC1=CC2=C(c3ccco3)C(=O)C(C)(OC(=O)c3ccc(OC)cc3)C(=O)C2=CN1c1ccccc1 (configuration not stated)	-3.8%
Cc1cc(C)c2c(c1)-c1cc(C)nn1C(c1ccc3c(c1)OCO3)N2 (configuration not stated)	-2.1%
COc1ccc(OCC(=O)Nc2cccc(NC(=O)COc3ccc(OC)cc3)n2)cc1	14%

The list continues:
Each structure is followed by: HEK293 NOD2/NF-kB	KOR beta-arrestin-1	T cell modulator	T cell modulator vesicle-bound %	NOD1 NF-kB reporter	KOR beta-arrestin-2	Myeloid diff 2	Myeloid diff 2 GFP+ MAC1+ %	GPR55 antagonists	GPR55 activation	NTR1 ag	NTR1 ag cell count 20 µM
> CCOC(=O)Cc1nnc2c(Nc3ccc(C)cc3)nc3nonc3n12
 : -3%	-3%	i	8	-22%	-1.1%	i	0.3	26%	0.2%	-0.7	27
> Cc1nn(-c2ccccc2)c(C)c1-c1nnc(-c2c(C)nn(-c3ccccc3)c2C)o1
 : 26%	4%	i	50	0%	0.7%	i	0.2	9%	-0.2%	19	42
> O=C(Nc1ccc(Cl)c(-c2nc3ccccc3[nH]2)c1)c1ccc2c(c1)OCO2
 : 11%	37%	i	4	-25%	2.7%	+	1.0*	-12%	1.0%	6.3	43
> COc1ccc(CCNS(=O)(=O)c2ccc3oc(C(=O)O)c(C)c3c2)cc1OC
 : 2%	17%	i	37	-29%	-2.3%	i	6.3	1%	0.2%	-0.7	84
> Cc1nc2ncnn2c(C)c1CCC(=O)N1CCCCC1
 : 20%	2%	i	54	-20%	-7.8%	i	0.7	3%	0.5%	0.9	78
> Cc1ccc(CNC(=O)C(c2ccccc2)c2ccccc2)cc1
 : -5%	6%	i	29	-13%	-3.4%	i	0.5	12%	-0.2%	0.6	51
> CC(Sc1nnnn1-c1ccc(O)cc1)c1nc2ccccc2c(=O)[nH]1 (configuration not stated)
 : 6%	8%	i	50	-9%	.	i	0.1	-16%	-0.2%	-1.0	61
> Cc1cc(OCC(=O)NCCCN2CCOCC2)c2c(C)c(C)c(=O)oc2c1
 : 21%	-13%	i	38	-1%	9.6%	i	0.0	-6%	0.3%	0.2	55
> COc1ccc(Cc2ccc(OC)c(N)c2)cc1N
 : 8%	-24%	.	.	-7%	5.7%	i	7.5	5%	0.5%	0.8	39
> Cc1cc(NC(=O)CN2CCCC2c2nc3ccccc3s2)no1 (configuration not stated)
 : 9%	1%	i	29	3%	8.1%	i	0.9	-5%	-0.3%	-1.7	86

Not all compounds are listed, so the mix of outcomes need not match the whole.
